mcGAS MS inh – inhibitors of mouse cGAS; 130,000 tested, 0.18% active; recombinant mouse cGAS, cGAMP by RapidFire MS; inhibition, % at 12.5 µM;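 active = inhibition of cGAS enzyme activity at or above 60%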;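 note: enzyme stimulated by 45 bp dsDNA with ATP and GTP substrates; cGAMP share of summed cGAMP plus half ATP and half GTP signals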
Target sequence (Q8C6L5 whole entry, looked up): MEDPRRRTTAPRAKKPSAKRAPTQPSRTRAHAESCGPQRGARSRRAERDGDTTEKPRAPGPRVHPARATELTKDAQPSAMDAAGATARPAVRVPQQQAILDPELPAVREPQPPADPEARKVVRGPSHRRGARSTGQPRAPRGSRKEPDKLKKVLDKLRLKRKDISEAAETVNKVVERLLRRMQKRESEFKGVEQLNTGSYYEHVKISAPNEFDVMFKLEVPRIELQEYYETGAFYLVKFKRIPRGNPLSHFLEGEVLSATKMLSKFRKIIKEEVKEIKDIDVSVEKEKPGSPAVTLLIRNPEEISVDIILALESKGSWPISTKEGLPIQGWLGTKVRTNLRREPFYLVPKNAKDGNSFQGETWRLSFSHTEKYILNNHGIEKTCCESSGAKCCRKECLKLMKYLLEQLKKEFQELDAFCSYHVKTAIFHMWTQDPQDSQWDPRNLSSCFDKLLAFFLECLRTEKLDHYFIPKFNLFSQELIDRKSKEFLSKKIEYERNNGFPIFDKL
* hit, by the source's call; & = joins results of further samples. An excerpt; rates above refer to the full screens.

Start of the data: the first five compounds, ahead of the listing:
SMILES	mcGAS MS inh
Cc1cc(=O)n2nc(CN(Cc3ccco3)Cc3ccco3)sc2n1	5
CS(=O)(=O)c1ccc(-c2csc(NC(=O)CC3CCCC3)n2)cc1	-2
CCCCONc1ncnc2nonc12	-6
O=c1c2c3c(sc2ncn1N=Cc1cccs1)CCCC3	49
Cc1ccc(C2=[N+]([O-])C3(CCCCC/C3=N/NC(N)=O)N(O)C2(C)C)o1 (centres undefined)	-6

All compounds of this part, from the first entry:
SMILES	mcGAS MS inh
Cc1cc(=O)n2nc(CN(Cc3ccco3)Cc3ccco3)sc2n1	5
CS(=O)(=O)c1ccc(-c2csc(NC(=O)CC3CCCC3)n2)cc1	-2
CCCCONc1ncnc2nonc12	-6
O=c1c2c3c(sc2ncn1N=Cc1cccs1)CCCC3	49
Cc1ccc(C2=[N+]([O-])C3(CCCCC/C3=N/NC(N)=O)N(O)C2(C)C)o1 (centres undefined)	-6
CCCS(=O)(=O)N1CCN(c2nc(C)cc(Nc3ccccc3)n2)CC1	-7
CN(CC1COCCO1)c1cc(N2CCOCC2)nc(N)n1 (centres undefined)	-5
Cc1nc(-c2ccc3c(c2)CCN3CC(=O)Nc2cc([N+](=O)[O-])ccc2C)cs1	11
CC1CN(C(=O)C2(C)CC2(Br)Br)CC(C)O1 (centres undefined)	-4
CN=c1scc(-c2cccc(Br)c2)n1N=Cc1ccccc1F	-13
CCC(C)(C)NC(=O)COc1ccc(NC(=O)c2cnn(C)c2)cc1	-2
O=C(NCc1ccccc1)C1CCN(C(=O)c2cccc(NC(=O)C3CCCO3)c2)CC1 (centres undefined)	-4
O=C(OCc1cc(-c2cc3ccccc3o2)on1)c1ccco1	-4
CC(C)Oc1ccc(CNC(=O)c2ccco2)cc1F	-15
CN(C)c1nc(N)nc(CN2CCC3(CCCCC3)C2)n1	-17
CCN(C(=O)Nc1ccccc1)C(C)c1cccc(OC)c1 (centres undefined)	-3
CC(NC1CCN(C(=O)c2cccnc2)CC1)c1ccccc1Cl (centres undefined)	-4
CC1=NC2=C(C(=O)CCC2)C(c2cccs2)C1C(=O)OCCc1ccccc1 (centres undefined)	3
O=C(CN1CCCC1=O)Nc1ccc(C23CC4CC(CC(C4)C2)C3)cc1	-4
CCN1CCCC1CNC(=O)CCC1CCN(Cc2c(F)cccc2Cl)CC1 (centres undefined)	-9

Copied from the list.
Entry for O=c1c2c3c(sc2ncn1N=Cc1cccs1)CCCC3 in mcGAS MS inh: 49
Entry for CCC(C)(C)NC(=O)COc1ccc(NC(=O)c2cnn(C)c2)cc1 in mcGAS MS inh: -2
Entry for CN(CC1COCCO1)c1cc(N2CCOCC2)nc(N)n1 (centres undefined) in mcGAS MS inh: -5
Entry for CCCS(=O)(=O)N1CCN(c2nc(C)cc(Nc3ccccc3)n2)CC1 in mcGAS MS inh: -7

Shown as a markdown table: part of the list above.
| SMILES | mcGAS MS inh |
| --- | --- |
| O=C(NCc1ccccc1)C1CCN(C(=O)c2cccc(NC(=O)C3CCCO3)c2)CC1 (centres undefined) | -4 |
| O=C(OCc1cc(-c2cc3ccccc3o2)on1)c1ccco1 | -4 |
| CN(CC1COCCO1)c1cc(N2CCOCC2)nc(N)n1 (centres undefined) | -5 |

The list goes on:
SMILES	mcGAS MS inh
COCCn1c(=S)[nH]c2ccccc21	-6
COCCCC1CCCCN1c1nc(CCN)nc2ccccc12 (centres undefined)	-2
COc1cc(/C=N\Nc2ncnc3nc[nH]c23)cc(OC)c1OC	-5
CC1Cc2ccccc2N1S(=O)(=O)c1cnc[nH]1 (centres undefined)	-13
C=C(C)Cn1c(N2CCN(CC(=O)OC)CC2)nc2c1c(=O)[nH]c(=O)n2C	-4
COC(=O)N1CCN(CC(O)c2ccc(Br)cc2)CC1 (centres undefined)	-19
Cc1cc(C(=O)N(CC(=O)OC(C)(C)C)c2ccc3c(c2)OCO3)c(C)o1	-5
Cn1c(=O)oc2c(C(=O)O)cccc21	-1
Cc1ccoc1C(=O)N(Cc1ccsc1)CC1CCCO1 (centres undefined)	-6
Cc1ccc(-c2nnc(CN(C)CCC(O)c3ccccc3)o2)cc1 (centres undefined)	-8
Nc1ccc2c(c1N)C(=O)c1ccccc1C2=O	4
O=S(=O)(c1ccc(Br)s1)N1CCC2(CC1)OCCO2	-3
CCn1ccnc1CN1CCCC(C(=O)Nc2ccccc2Oc2cccnc2)C1 (centres undefined)	0
Cc1noc(C(C)N2CCC(NC(=O)c3cc(C)oc3C)CC2)n1 (centres undefined)	-48
NCC1CCN(Cc2cnc(-c3cccc4ccccc34)nc2)C1 (centres undefined)	5
COc1cccc(Cn2c(-c3sccc3C)n[nH]c2=O)c1	-40
COc1ccc(C(=O)N2CCN(c3ccc(-n4cccn4)nn3)CC2)cc1	-15
COc1ncc(CN2C[C@H](N)C[C@H]2C(=O)NC(C)C)cn1	-26
COc1ccc(N2CCC(NC(c3nccn3C)C(C)C)CC2)cc1 (centres undefined)	-6
O=C(/C=C/C(=O)OCC(F)(F)C(F)F)Nc1cccc2ccccc12	0

5 compounds picked at random from those above:
SMILES	mcGAS MS inh
COC(=O)N1CCN(CC(O)c2ccc(Br)cc2)CC1 (centres undefined)	-19
O=S(=O)(c1ccc(Br)s1)N1CCC2(CC1)OCCO2	-3
COc1ncc(CN2C[C@H](N)C[C@H]2C(=O)NC(C)C)cn1	-26
COCCCC1CCCCN1c1nc(CCN)nc2ccccc12 (centres undefined)	-2
C=C(C)Cn1c(N2CCN(CC(=O)OC)CC2)nc2c1c(=O)[nH]c(=O)n2C	-4

New compounds follow
SMILES	mcGAS MS inh
CC1CN(c2ncnc3c2CCCCC3)CC(C)(C)O1 (centres undefined)	-7
Cc1ccc(CN2CCC(CN(C)C3CCOCC3)CC2)o1	-8
CC(=O)CC1(O)C(=O)N(Cc2ccc(OC(C)C)cc2)c2ccc(C)cc21 (centres undefined)	-6
CCNS(=O)(=O)CCNC(=O)C1(Cc2ccccc2)CC1	2
CCCCn1c(=O)[nH]c(=O)c2c1nc(CSc1ncn[nH]1)n2CC	-11
CSc1ncc(CN2CCCC2c2nc(C(C)C)no2)cn1 (centres undefined)	-11
Fc1ccc(CN(Cc2nccs2)C2CC2)c(F)c1	-4
Cc1cccc(CC(C)NC(=O)c2cc(COc3ccc(F)cc3F)on2)n1 (centres undefined)	-11
COc1ccc(N2CCCN(CCN3C(=O)NC4(CCCC4)C3=O)CC2)cc1	4
Cc1ccc(/C=C/C(=O)N2CCc3[nH]c4ccccc4c3C2)cc1	-1
Cc1nnc(SCc2cc(=O)n3ccccc3n2)c2cc3occc3n12	0
CC(C)(NC(=O)C1CC(=O)N(c2cccc(C(F)(F)F)c2)C1)c1ccc2c(c1)OCO2 (centres undefined)	-32
Cn1ccn2ncc(C(=O)NCc3cc(-c4ccco4)on3)c12	-15
Cc1c(C(=O)NCc2cccc([N+](=O)[O-])c2)sc(=O)n1Cc1cccc(F)c1	-5
O=C1OC(c2ccccc2I)=NC1=Cc1cc2c(cc1[N+](=O)[O-])OCO2	-3
Cc1ccc(C2CC2C(=O)NCCCOC2CCOC2)s1 (centres undefined)	-9
CSc1ccc(C)c(C(=O)Nc2cc(C(N)=O)c(F)cc2F)c1	-4
Cc1ncccc1C(=O)N1CC[C@@H](c2ccc3ccccc3c2)[C@H](O)C1	-11
O=C1C(=Cc2ccccc2)CCC1C1=NCCN1C1CC(=O)N(c2ccccc2)C1=O (centres undefined)	22
COc1ccc(Cl)cc1-n1c(C)cn2c3c(=O)[nH]c(=O)n(C)c3nc12	-11
O=C(c1n[nH]c(=O)[nH]1)N1CCc2c(Cl)cccc21	-33
CN(Cc1ccncn1)C(=O)c1cc(COc2c(F)cccc2F)on1	-25
Cc1ccccc1C1(O)CCN(C(=O)CCc2n[nH]c3c2CCCC3)C1 (centres undefined)	-16
CCOc1ccc(S(=O)(=O)N2CCN(c3ccccc3C)CC2)cc1OCC	22
CN(CCC=C1c2ccccc2CCc2ccccc21)C(=O)c1ccccc1-n1cccc1	-5
Cc1nc(SCC(=O)Nc2ccc(F)cc2F)c2c(C)c(C)sc2n1	-2
COc1ccccc1CN(Cc1cc(C(C)(C)C)n[nH]1)C1CC1	-29
O=C1CCCN1CCCC(=O)N1CCOC(Cc2ccccc2)C1 (centres undefined)	-8
COc1ccc(S(=O)(=O)NC(=O)C2(C)CCN2C(=O)Cc2ccc(-c3ccccc3)cc2)cc1 (centres undefined)	-5
CCC(C)(C)c1nnc(NC(=O)c2ccc(Cl)cc2[N+](=O)[O-])s1	-2
CC(C)N1CC2=C(OC(=N)C(C#N)C2c2cccnc2)/C(=C/c2cccnc2)C1 (centres undefined)	-9
O=c1cnnc(Nc2ccc(Br)cc2)[nH]1	10
O=C1NC(=O)/C(=C/C(=O)N2CCN(C(=O)/C=C3\SC(=O)NC3=O)CC2)S1	-40
CC(S)C(=O)NCC(=O)O (centres undefined)	-1
COCCN1CCC(c2nc3c([nH]2)CC(c2ccc(F)cc2)CNC3=O)CC1 (centres undefined)	-25
Cc1cnccc1N1CCCN(C(=O)c2cccc3ccnn23)CC1	-18
O=C(O)c1ccc(Oc2cc(Cl)ccc2Cl)cc1	-7
CCc1cc2c(=O)n(CC(=O)c3ccc4c(c3)NC(=O)CO4)cnc2s1	3
Cc1cccnc1CN1CCN(Cc2cnc(S(C)(=O)=O)n2CC(C)C)CC1	7
CN1CCc2c(sc(NC(=O)c3ccc4ncsc4c3)c2-c2nc3ccccc3s2)C1	-9
CC1(C(=O)NS(=O)(=O)c2cccs2)CCN1C(=O)CC1CCCCC1 (centres undefined)	-3
CCN1CCc2c(sc(N)c2-c2nc3ccccc3s2)C1	-13
O=C(OCc1nn(-c2ccc(F)cc2)c2c1CCC2)C1COCCO1 (centres undefined)	-6
COc1ccc(CN2CCNC(=O)C2CC(=O)N2CCOCC2)c(OC)c1 (centres undefined)	-8
OCC1(O)CCCN(Cc2cnc(N3CCOCC3)s2)CC1 (centres undefined)	-6
Cc1ccc(CC(C)NC(=O)c2c(C)c(C)nn(C)c2=O)s1 (centres undefined)	3
COc1ccc(S(=O)(=O)NNC(=O)Cc2ccc(F)cc2)cc1OC	-7
Cc1ccc(-c2cc(C(F)(F)F)c3c(=O)[nH]c(=S)[nH]c3n2)cc1	2
COCCN(Cc1nn(C)cc1Cl)Cc1sccc1C	-10
COc1cc(/C=C2\C(=N)N3N=CSC3=NC2=O)ccc1OC(=O)c1cccc(C)c1	14
COc1ccc(CCN2CC3=C(C2=O)C(c2cccc(F)c2)NC(=O)N3)cc1 (centres undefined)	-2
NC(=O)c1cc(N2CCCCC2)ccc1NS(=O)(=O)c1ccc(Cl)cc1	8
CCCCC(=O)Nc1oc2c(C)cccc2c(=O)c1-c1ccc(OC)c(OC)c1	-3
Cc1ccc(NS(=O)(=O)c2ccc(F)c(F)c2)cc1S(=O)(=O)N1CCCCC1	-11
O=C(Nc1ccnn1C1CCN(Cc2cccc(OCCO)c2)CC1)C1CC1	-2
Cn1cc[nH]c1=S	-11&-6
CN(C)c1nc2nonc2nc1NCC1OCCc2ccccc21 (centres undefined)	-5
COc1cc2c(cc1OC)CN(C1CCCN(Cc3ccc4c(c3)CCO4)C1)CC2 (centres undefined)	-1
O=C1c2ccccc2C(=O)N1CC1CNCCO1 (centres undefined)	-2
CC1=C(C(=O)N(C)Cc2cc(C3CC3)on2)C(C)NC(=O)N1 (centres undefined)	-21
Other structures:
SMILES	mcGAS MS inh
COc1cc(C=C(C#N)c2nnc3n2CCCCC3)cc(OC)c1OC	-4
COc1ccc(NS(=O)(=O)CCC(C)(C)C)cc1OC(F)F	-20
Cc1cc(NC(=O)Cn2nc(C)c(C#N)c2N)ccc1Br	-3
Cc1ccc(S(=O)(=O)n2nc(C)c(S(=O)(=O)N3CCCCCC3)c2C)cc1C	-8
COC(=O)Cn1c(=NC(=O)CN2C(=O)CCC2=O)sc2cc(C)ccc21	-6
O=C(NC1(c2ccc(F)cc2)CCCC1)c1cccs1	-2
Cn1c(=NNS(=O)(=O)c2ccc(Cl)s2)sc2ccccc21	-1
CC(=O)NCCN(Cc1ccccc1)C(=O)c1cc2ccccc2n1C	-5
Cc1cc(CNC(=O)N(C)Cc2ccc(N(C)C)cc2)on1	-8
CCOc1ccc(S(=O)(=O)NCCCn2nc(-c3ccncc3)ccc2=O)cc1	-4
CC1CCCCC12NC(=O)N(CC(=O)NCC(F)(F)F)C2=O (centres undefined)	-1
CC1(C(=O)NS(=O)(=O)c2ccccc2)CCN1C(=O)c1ccc(C2CCCCC2)cc1 (centres undefined)	-4
N#Cc1c(-c2ccco2)c2c([nH]c1=S)CCCC2	5
O=C(O)c1cc(CN2CCN(c3ncc(Cl)cn3)CC2)ccc1O	-14
Clc1ccc(OCCOC2OCCOC2OCCOc2ccc(Cl)cc2)cc1 (centres undefined)	-3
CC(C)(C)c1[nH]ncc1CNCC1CN(C2CC2)CCO1 (centres undefined)	-27
CC(=O)N1CCN(CC(=O)Nc2ccc3c(c2)OCCCO3)CC1	-5
Cc1cc(C)c(CNC(=O)N(C)Cc2nnc3n2CCC3)c(=O)[nH]1	9
Cc1nc2ccc(Cl)cn2c(=O)c1NC(=O)c1ccccc1	12
Cc1cc(C(=O)Nc2ccc3nc(N4CCN(C)CC4)sc3c2)n(C)n1	-3
Fc1cccc(CN2CCN(Cc3ccc(-c4ccccc4)nc3)CC2)c1	-10
Cc1sc2ncn(CC(=O)Nc3nc(-c4cc(F)ccc4F)cs3)c(=O)c2c1C	9
COc1ccc(Oc2cccc(CN3CCOC4(CNCCOC4)C3)c2)cc1 (centres undefined)	-25
CNS(=O)(=O)c1cccc(NC(=O)N(CC2CCCO2)CC2CCCO2)c1 (centres undefined)	-22
CCCNC(=O)c1cccc(CNCc2cc(F)ccc2F)c1	-5
CSc1nc(-c2ccccc2)cn1CC(N)=O	-37
Cc1ccc(Cl)cc1NCc1cnc(Cl)s1	-10
Cc1cc(C(=O)N2CSCC2C(=O)N(C)C)c(C)n1CC1CC1 (centres undefined)	-7
C/C=C/C1OC23CCCCC2C(C#N)(C#N)C1(C#N)C(=N)O3 (centres undefined)	-10
COc1ccc(Nc2ncccc2C(=O)N[C@@H](C)[C@H](O)c2ccccc2)cc1	2
CN1CCC(Cc2noc(CCn3cccc3)n2)CC1	-39
COC(=O)c1ccc(OCC(O)CN(C)Cc2cccnc2)cc1 (centres undefined)	-41
FC(F)(F)c1cc(-c2ccc(Cl)cc2)n[nH]1	-22
Cc1cc(Br)c(S(=O)(=O)NCCCn2ccnc2)cc1C	-4
